RGS4 block – RGS4 inhibitors, primary screen, cell-based, HEK293 M3R inducible RGS4, calcium flux; actives 0.45% (n = 310,000); B-score at 10 µM; AID 463165, 2010; Regulator of G-protein signaling 4 (Homo sapiens), P49798; Fluo-4 calcium flux; hits give high values; triggered by carbachol at its EC20;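 active = B-score, a plate-corrected calcium signal, over three deviations above library mean, with baseline fluorescence within five deviations of library mean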;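 note: RGS4 expression induced by doxycycline in cells with stable M3 receptor; B-score is computed from the integrated fluorescence ratio over baseline after carbachol; higher B-score means a larger calcium signal and so more RGS4 inhibition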
MrgX1 PAM – positive allosteric modulators of MrgX1, primary screen, HEK293 cells, Fluo-4 calcium flux | FDSS; hits give high values | B-score at 10 µM | actives 0.63% (n = 310,000) | AID 588675, 2011;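 active = plate-corrected calcium response at least 3 library SD above typical, normal starting fluorescence, not activating the receptor alone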;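 note: compound read alongside a low EC10 to EC30 dose of BAM8-22 agonist; peak minus trough fluorescence over baseline measured at the second addition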
TRPC6 inh – mouse TRPC6 channel inhibitors, primary screen, cell-based, HEK293, membrane potential dye | Short transient receptor potential channel 6 (Mus musculus), Q61143 | ACh-evoked depolarization; hits give low values | B-score at 10 µM | actives 1.1% (n = 310,000);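 active = B-score under library mean minus 3 SD, initial fluorescence not abnormally high, positive integrated signal ratio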;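 note: B-score derived from integrated fluorescence ratio over the kinetic read; more negative B-score means stronger inhibition of depolarization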
MrgX1 antagonist – antagonists of human MrgX1 receptor, primary screen, HEK293 cells, Fluo-4 calcium flux; Mas-related G-protein coupled receptor member X1 (Homo sapiens), Q96LB2; BAM8-22 antagonism; hits give low values; B-score at 10 µM; actives 1.3% (n = 310,000);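 active = calcium-response B-score plate-corrected more than 3 library SD below zero, starting fluorescence within 5 deviations, no agonist response on first addition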;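 note: peak minus trough fluorescence over baseline after final BAM8-22 challenge near maximal dose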
ANO1 activ – TMEM16A chloride channel activators or potentiators, primary screen, cell-based, HTS. Anoctamin-1 (Mus musculus), Q8BHY3. HEK293 TMEM16A/YFP-H148Q/I152L, iodide quench fluorescence; hits give low values. B-score at 10 µM. actives 0.3% (n = 340,000). AID 623877, 2012;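 active = fluorescence-ratio B-score plate-corrected deviation score at least 3 library SD below zero, with starting fluorescence score within 5 deviations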;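 note: channel opened by trigger with iodide after compound preincubation; score built on the fluorescence ratio of max minus min over baseline; more negative score means more quench and so TMEM16A activation or potentiation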
MrgX1 ag – agonists of human MrgX1 receptor, primary screen, HEK293 cells, Fluo-4 calcium flux | Mas-related G-protein coupled receptor member X1 (Homo sapiens), Q96LB2 | Fluo-4 calcium fluorescence, agonist mode; hits give high values | B-score at 10 µM | actives 0.44% (n = 310,000) | AID 588627, 2011;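 active = calcium response B-score plate-corrected fluorescence ratio at least 3 library SD, with starting fluorescence B-score inside 5 SD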
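Test system: HEK293 cells stably expressing human MrgX1 receptor; Input: fifteen thousand cells per well; Dosing: compound delivered in addition one of three; Schedule: overnight seeding, then 1 h dark dye loading; Technique: Fluo-4 NW calcium fluorescence; Measure: B-scored fluorescence response ratio; Controls: positive and negative controls per plate.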
TMEM16A inh – TMEM16A chloride channel inhibitors, primary screen, cell-based, HTS | AID 588511, 2011 | normalized B-score (activity score, 25-100; higher = stronger inhibition) at 10 µM | HEK293 TMEM16A/YFP iodide influx fluorescence, ionomycin | actives 1.2% (n = 310,000);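 active = ratio plate-corrected score three or more library SD toward inhibition, starting fluorescence score within five deviations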;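 note: score derived from kinetic fluorescence span divided by baseline fluorescence per well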
TRPC4 PAM – positive allosteric modulators of TRPC4, primary screen, cell-based, mouse TRPC4beta, HEK293 mu-opioid, Fluo-4 calcium | actives 0.42% (n = 310,000) | B-score at 10 µM | AID 2227, 2009 | DAMGO EC20, Fluo-4 Ca2+ flux; hits give high values;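 active = B-score of calcium response area above 5 SD of library B-scores, with initial fluorescence ratio within 5 SD of library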;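 note: B-score of integrated fluorescence ratio over time as area under calcium response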
Target sequence (Q9QUQ5 whole entry, looked up): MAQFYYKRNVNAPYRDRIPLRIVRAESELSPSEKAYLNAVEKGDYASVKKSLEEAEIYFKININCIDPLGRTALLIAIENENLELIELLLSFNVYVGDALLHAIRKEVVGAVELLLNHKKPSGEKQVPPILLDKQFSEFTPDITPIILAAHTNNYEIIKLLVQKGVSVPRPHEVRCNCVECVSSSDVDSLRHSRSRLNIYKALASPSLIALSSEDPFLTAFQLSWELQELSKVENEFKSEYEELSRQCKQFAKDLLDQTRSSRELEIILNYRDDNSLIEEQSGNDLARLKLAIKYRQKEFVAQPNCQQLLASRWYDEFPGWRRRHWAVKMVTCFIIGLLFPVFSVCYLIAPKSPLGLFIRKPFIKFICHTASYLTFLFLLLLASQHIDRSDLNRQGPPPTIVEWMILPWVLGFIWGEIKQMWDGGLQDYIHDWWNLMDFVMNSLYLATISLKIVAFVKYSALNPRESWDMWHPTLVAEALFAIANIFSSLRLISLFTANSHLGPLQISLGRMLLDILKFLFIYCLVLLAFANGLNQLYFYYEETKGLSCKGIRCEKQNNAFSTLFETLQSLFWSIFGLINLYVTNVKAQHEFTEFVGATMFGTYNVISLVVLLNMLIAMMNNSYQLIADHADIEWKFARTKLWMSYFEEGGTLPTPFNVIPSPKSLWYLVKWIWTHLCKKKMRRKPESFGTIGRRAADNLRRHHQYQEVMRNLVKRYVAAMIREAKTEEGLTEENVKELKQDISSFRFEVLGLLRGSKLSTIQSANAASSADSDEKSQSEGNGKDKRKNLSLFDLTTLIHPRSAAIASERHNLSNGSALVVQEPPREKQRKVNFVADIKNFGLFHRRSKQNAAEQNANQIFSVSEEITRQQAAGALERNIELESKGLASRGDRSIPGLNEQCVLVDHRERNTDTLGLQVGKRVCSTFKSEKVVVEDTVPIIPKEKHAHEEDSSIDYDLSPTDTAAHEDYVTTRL
TRPC6 act – mouse TRPC6 channel activators, primary screen, cell-based, HEK293, membrane potential dye; Short transient receptor potential channel 6 (Mus musculus), Q61143; HEK293-TRPC6 membrane potential dye fluorescence; hits give high values; B-score at 10 µM; actives 0.13% (n = 310,000); AID 2550, 2010;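 active = B-score of the integrated fluorescence ratio above library mean plus 3 SD, and starting fluorescence ratio within library mean plus 5 SD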;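 note: higher score means more depolarization so channel activation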
TRPC4 agonist – activators of mouse TRPC4 channel, primary screen, Fluo4 calcium, HEK293 TRPC4beta/mu-opioid cells | Fluo4 calcium fluorescence; hits give high values | Short transient receptor potential channel 4 (Mus musculus), Q9QUQ5 | actives 0.49% (n = 310,000) | B-score at 10 µM;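 active = B-score above 5 SD of library B-scores, and initial fluorescence ratio not above library mean plus 5 SD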;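 note: positive B-score marks a calcium rise read as TRPC4 activation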
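Assay system: HEK293 cells stably co-expressing mouse TRPC4beta and mu-opioid receptor / Timing: Fluo4 dye loading 45 min at room temperature, 110 s recording / Signal: Fluo4 calcium-sensitive dye fluorescence, kinetic, 1 Hz baseline / Read-out: integrated baseline-normalised fluorescence ratio, converted to per-well B score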
TRPC4 block – inhibitors of mouse TRPC4 channel, primary screen, Fluo4 calcium, HEK293 TRPC4beta/mu-opioid cells; DAMGO-evoked Fluo4 calcium flux; hits give low values; B-score at 10 µM; actives 0.39% (n = 300,000); Short transient receptor potential channel 4 (Mus musculus), Q9QUQ5;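 active = B-score over 3 SD under the library average, no early fluorescence shift, positive overall ratio signal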
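Assay system: TRPC4beta/mu-opioid receptor HEK293 cell line; compound dosing: single concentration per test compound; detection: Fluo4 Ca2+ flux fluorescence; evaluation: per-well B score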
* = called active by the depositor; i = inactive; · = not tested or not shown.

| SMILES | RGS4 block | MrgX1 PAM | TRPC6 inh | MrgX1 antagonist | ANO1 activ | MrgX1 ag | TMEM16A inh | TRPC4 PAM | TRPC6 act | TRPC4 agonist | TRPC4 block |
| --- | --- | --- | --- | --- | --- | --- | --- | --- | --- | --- | --- |
| COC(=O)c1ccccc1NC(=O)c1noc2c1CC(C(C)(C)C)CC2 (stereo not given) | i | i | i | i | i | i | i | i | i | i | i |
| CCNC(=S)NNC(=O)c1nn(C)c(C)c1Cl | i | i | i | i | i | i | i | i | i | i | i |
| O=C(Cn1c(=O)oc2ccccc21)Nc1cccc(Cl)c1 | i | i | i | i | i | i | i | i | i | i | i |
| Cc1ccc(N2CC(C(=O)N3CCC4(CC3)CC(=O)c3ccccc3O4)CC2=O)cc1C (stereo not given) | i | i | i | i | i | i | i | i | i | i | i |
| Cc1ccccc1NC(=O)/C(C#N)=C\c1cccnc1 | i | i | i | i | i | i | i | i | i | i | i |
| Cc1onc(-c2c(Cl)cccc2Cl)c1C(=O)Nc1ccc(N2CCOCC2)cc1 | i | i | i | i | i | i | i | i | i | i | i |
| O=C1C(C2=NC(c3ccccn3)C3C(=O)N(c4ccc(Cl)cc4Cl)C(=O)C23)=C(O)c2ccccc21 (stereo not given) | i | i | i | i | i | i | i | i | i | i | i |
| COc1ccc(C(=O)N2CCN(S(=O)(=O)c3ccccc3)CC2)c(OC)c1 | i | i | i | i | i | i | i | i | i | i | i |
| COc1cnc(NS(=O)(=O)c2ccc(N)cc2)nc1 | i | i | i | i | i | i | i | i | i | i | i |
| COc1ccc(CNCCCSc2ncccn2)c(OC)c1 | i | i | i | i | i | i | i | i | i | i | i |
| O=C(NCC1CCCO1)c1ccc(-c2ccccc2Cl)o1 (stereo not given) | i | i | i | i | i | i | i | i | i | i | i |
| COc1cccc(CNc2ncc(-c3ccccc3)n2C)c1 | i | i | i | i | i | i | i | i | i | i | i |
| CCN(CC)C(=O)c1ccccc1NC(=O)CN1C(=O)c2ccccc2S1(=O)=O | i | i | i | i | i | i | i | i | i | i | i |
| COc1ccccc1NC(=O)CSc1nnnn1-c1ccccc1OC | i | i | i | i | i | i | i | i | i | i | i |
| COc1ccc(C(=O)NCC(=O)OCC(=O)N2CCC(C)CC2)cc1OC | i | i | i | i | i | i | i | i | i | i | i |
| COc1ccc(N(C(=O)COc2ccccc2)C2C=CS(=O)(=O)C2)c(OC)c1 (stereo not given) | i | i | i | i | i | i | i | i | i | i | i |
| COc1cc(SC)ccc1C(=O)OC(C)C(=O)Nc1ccc(NC(C)=O)cc1 (stereo not given) | i | i | i | i | i | i | i | i | i | i | i |
| O=C(c1ccco1)N1CCC(c2ccccc2)C1 (stereo not given) | i | i | i | i | i | i | i | i | i | i | i |
| S=C(Nc1ccc(Br)cc1)NC1CCCC1 | i | i | i | i | i | i | i | i | i | i | i |
| Cc1ccnc(OC(C(=O)O)C(OCc2ccccc2)(c2ccc(F)cc2)c2ccc(F)cc2)n1 (stereo not given) | i | i | i | i | i | i | i | i | i | i | i |
| CC1(c2ccccc2)NC(=O)N(CC(=O)Nc2cccc(C#N)c2)C1=O (stereo not given) | i | i | i | i | i | i | i | i | i | i | i |
| CCCOc1ccc(C(=O)Nc2cc(-c3nn4c(C)nnc4s3)ccc2C)cc1 | i | i | i | i | i | i | i | i | i | i | i |
| COc1ccccc1CNC(=O)C1CCN(S(=O)(=O)c2ccc3c(c2)OCCCO3)CC1 | i | i | i | i | i | i | i | i | i | i | i |
| Cc1ccccc1NC(=O)CN1C(=O)S/C(=C\c2ccc(-c3cc(C(=O)O)ccc3C)o2)C1=O | i | · | i | · | i | · | · | i | i | i | i |
| O=C(COC(=O)c1ccccc1Oc1ccccc1)NC1CC1 | i | i | i | i | i | i | i | i | i | i | i |
| CC(C)CCNC(=O)c1ccc(-n2cnc3cccnc32)cc1 | i | i | i | i | i | i | i | i | i | i | i |
| COc1cc(C2CC(=O)N3CN(Cc4ccccc4)CSC3=C2C#N)ccc1OCc1ccccc1 (stereo not given) | i | i | i | i | i | i | i | i | i | i | i |
| CN=C(Nc1ccc(C(=O)OC)s1)c1ccccc1 | i | i | i | i | i | i | i | i | i | i | · |
| O=C(Nc1ccccc1N1CCN(C(=O)c2ccccc2)CC1)c1ccc(Br)o1 | i | i | i | i | i | i | i | i | i | i | -7* |
| OCC[C@@H]1C[C@@H](O)[C@H](O)[C@@]2(Cc3ccccc3CO2)O1 | i | i | i | i | i | i | i | i | i | i | i |
| O=C(Nc1nnc(SCC(=O)N2CCCC2)s1)C1CC(=O)N(c2ccccc2)C1 (stereo not given) | i | i | i | i | i | i | i | i | i | i | i |
| CC1CCCN(c2ccc(C(=O)NCc3ccccc3)cn2)C1 (stereo not given) | i | i | i | i | i | i | i | i | i | i | i |
| CCN1C(=O)[C@H]2[C@@H](c3ccc(-c4ccc(Cl)c(Cl)c4)cc3)N[C@@](C)(C(=O)OC)[C@H]2C1=O | i | i | i | i | i | i | i | i | i | i | i |
| Cc1ccc(NC2CCCN(C(=O)CSc3ccccn3)C2)cc1C (stereo not given) | i | i | i | i | i | i | i | i | i | i | i |
| S=C1SCN(Cc2ccccn2)CN1Cc1ccco1 | i | i | i | i | i | i | i | i | i | i | i |
| CN(C)C(=O)CSc1n[nH]c(-c2ccco2)n1 | i | i | i | i | i | i | i | i | i | i | i |
| O=C(O)Cn1c2ccccc2c2n[nH]c(=S)nc21 | i | i | i | i | i | i | i | i | i | i | i |
| CCN(CC)CCn1c(SCC(=O)Nc2cccc(OC)c2)nc2c(sc3ccccc32)c1=O | i | i | i | i | i | i | i | i | i | i | i |
| CCCCN(CCCNC(=O)Cn1ncc2ccsc2c1=O)Cc1ccccc1 | i | i | i | i | i | i | i | i | i | i | i |
| CC(NC(=O)NC1CCCCC1)c1ccccc1 (stereo not given) | i | i | i | i | i | i | i | i | i | i | i |
| Cc1ccc(C(=O)Nc2ccc3c(c2)CCC3)cc1S(=O)(=O)N1CCOCC1 | i | i | i | i | i | i | i | i | i | i | i |
| O=C(COC(=O)c1ccc2c(c1)C(=O)N(Cc1ccco1)C2=O)NCC(F)(F)F | i | i | i | i | i | i | i | i | i | i | i |
| Cc1cc(Nc2ccc(C)c(Br)c2)n2nc(C)nc2n1 | i | i | i | i | i | i | i | i | i | i | i |
| CCOc1ccccc1C(=O)Nc1ccc2c(c1)C(=O)NC2=O | i | i | i | i | i | i | i | i | i | i | i |
| COCCNC(=O)C(c1ccc(C)o1)N(C(=O)c1snc(C(N)=O)c1N)c1ccc(C)cc1 (stereo not given) | i | i | i | i | i | i | i | i | i | i | i |
| CCc1ccc2nc(-c3cccc(C)c3)nc(SCC(=O)NCC3CCCO3)c2c1 (stereo not given) | i | i | i | i | i | i | i | i | i | i | i |
| COc1cc(OC)c(NC(=O)CCNC(=O)Cn2ccc3ccccc3c2=O)cc1Cl | i | i | i | i | i | i | i | i | i | i | i |
| Cc1cc2ccccc2c(=O)n1CC(=O)N(C)c1ccc(F)cc1 | i | i | i | i | i | i | i | i | i | i | i |
| O=C(c1ccco1)N1CCN(S(=O)(=O)c2ccc(F)cc2)CC1 | i | i | i | i | i | i | i | i | i | i | i |
| COc1ccccc1OCCNC1CCCC1 | i | i | i | i | i | i | i | i | i | i | i |

Next compounds follow.
| SMILES | RGS4 block | MrgX1 PAM | TRPC6 inh | MrgX1 antagonist | ANO1 activ | MrgX1 ag | TMEM16A inh | TRPC4 PAM | TRPC6 act | TRPC4 agonist | TRPC4 block |
| --- | --- | --- | --- | --- | --- | --- | --- | --- | --- | --- | --- |
| OCCCc1ccc(O)c(O)c1 | i | i | i | i | i | i | i | i | i | i | i |
| Cc1cccc(N2CCN(C(=O)c3ccccc3NC(=O)C3CCCCC3C(=O)O)CC2)c1 (stereo not given) | i | i | i | i | i | i | i | i | i | i | i |
| CCOCCCNC(=O)CN(Cc1ccc(Cl)cc1)S(C)(=O)=O | i | i | i | i | i | i | i | i | i | i | i |
| CC(C)OC(=O)C(NC(=O)c1ccccc1)=C1CCCCC1 | i | i | i | i | i | i | i | i | i | i | i |
| CC(=O)c1cccc(NCC(=O)c2ccc(C)c([N+](=O)[O-])c2)c1 | i | i | i | i | i | i | i | i | i | i | i |
| O=C(N/N=C/c1ccc(O)c(O)c1)c1ccc(CSc2cccc3cccnc23)cc1 | i | i | i | i | i | i | i | i | i | i | i |
| O=C1CCC(=O)N1CC1CC2CCC1C2 (stereo not given) | i | i | i | i | i | i | i | i | i | i | i |
| CCOC(=O)c1cc(CC)sc1NC(=O)CN1CCN(C(=O)C2CCCO2)CC1 (stereo not given) | i | i | i | i | i | i | i | i | i | i | i |
| CCS(=O)(=O)c1nc2ccccc2n1Cc1ccccc1Cl | i | i | i | i | i | i | i | i | i | i | i |
| O=C(Cc1ccccc1)NCc1ccc(F)cc1 | i | i | i | i | i | i | i | i | i | i | i |
| O=C(COc1cc(Cl)c(Cl)cc1Cl)Nc1ccc([N+](=O)[O-])cc1Cl | i | i | i | i | i | i | i | i | i | i | i |
| COc1ccc(OC)c(CN2CCN(C(=O)c3ccc(F)cc3)CC2)c1 | i | i | i | i | i | i | i | i | i | i | i |
| Cc1cc(C)c(S(=O)(=O)c2ccc(C(C)(C)C)cc2)c(Cl)n1 | i | i | i | i | i | i | i | i | i | i | i |
| Cc1cccc(C)c1OCc1cc(C(=O)N2CC3C[C@@H]4CC2C[C@H](C3)C4)no1 | i | i | i | i | i | i | i | i | i | i | i |

Screens deposited in PubChem by Johns Hopkins Ion Channel Center.

Rows were taken by chance (roughly 5.8% active in at least one column).
